# High-throughput results: PubChem BioAssay, National Center for Advancing Translational Sciences (NCATS)
# p53ts 39C tox: p53ts cell cytotoxicity, nonpermissive temperature. H1299-p53A138V viability at 39C, ATP luminescence, 24 h. Potency, µM (titrated, usually from 46.1 µM), without a hit: at the top dose activity change, negative = cell killing, actives largely listed as cytotoxic. 130,000 compounds, 1.5% hits. AID 902; further: nearly all actives have a fitted effect of over 55% in size
# Imprint erasure: genomic imprint erasure induction; mouse ES Peg3-LacZ reporter, beta-gal luminescence, 40 h; Potency, µM (top dose mostly 60.7 µM), for inactives: at the top dose activity change, positive = activation, usual class: activators; 110,000 compounds, 0.02% hits; AID 1948;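 further: 0% = negative control wells on the plate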
#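 Gelatin-coated wells received 300 freshly trypsinized female ES cells with a Peg3LacZ-Neo reporter on the maternal allele, then incubated 40 hours at 37C. BetaGlo was added for 5 minutes at room temperature before a single luminescence read.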
# IkB sig inh: IkB pathway inhibition in ABC-DLBCL cells; ABC-DLBCL IkBa-CBG/CBR dual luciferase ratio, 4 h; response scale: scaled: untreated 0%, proteasome inhibitor 100%; Potency, µM (titrated, usually from 57.1 µM), inactives show at the highest dose IkBa stabilization activation; 110,000 compounds, 0.04% hits; AID 445; active means well fitted curve in the direction sought with a large enough effect in the signal ratio, not every such curve was filed as active; inconclusive means small, poorly fitted or top-dose-only effect, or a change in a side signal; the % refers to the signal ratio;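 further: the direction sought is a rising ratio; 0% = basal untreated cells and 100% = reference inhibitor full response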
#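 In this assay, an IκBα–CBG68 fusion accumulates when IKK-driven degradation is blocked; native CBR normalizes for cell number. OCI-Ly3 cells were treated 4 h with compound and doxycycline, then green and red light read after Chroma-Glo addition.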
# p53ts 32C kill: kills p53ts cells at the permissive temperature; H1299-p53A138V at 32C, ATP luminescence viability, 24 h; Potency, µM (doses to about 46.1 µM), without a hit: at the highest dose activity change, negative = cytotoxicity, usual class: cytotoxic; 130,000 compounds, 0.93% hits; AID 924;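 further: 0% = DMSO and -100% = full killing by reference compound; nearly all actives have a fitted effect of over 55% in size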
#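 Viability by ATPlite luminescence after 24 h compound treatment (up to 46 uM) at the permissive 32C. Cells are H1299 carrying p53 A138V. Scale runs from DMSO basal to 100 uM tamoxifen as full kill; AC50 from Hill fits.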
# Active calls of the source: *; ? = inconclusive; . = no result given; [ ] = another dose, or the depositor's remark. Unless noted, the call rests on the fitted dose curve; in most records, active means well fitted curve in the direction sought with a large enough effect; inconclusive means small, poorly fitted or top-dose-only effect, or another doubt; inactive means no such curve, though single readings can be large; an effect the other way counts as inactive or inconclusive. Unless noted, on the % scale 0 is the no-effect control and ±100 the full control effect; potency means the concentration at half of the fitted maximal effect.
No.	molecule	p53ts 32C kill	p53ts 39C tox	IkB sig inh	Imprint erasure
1	CCOC(=O)Cc1csc(NC(=O)CSc2nc3cccnc3n2CC)n1	-3.1%	-17.9%	?	-8.4%
2	COc1ccc(CCN2C(=O)N(c3ccc(C)cc3)C(=O)C2CC(=O)Nc2ccc(OC)cc2)cc1 (stereo unspecified)	5.2%	3.7%	?	6.7%[10.9 µM]
3	COc1ccc(C(CC(=O)O)NS(=O)(=O)c2ccc(C)cc2)cc1OC (stereo unspecified)	-6.9%	6.5%	3.4%	.
4	O=C(O)CCc1nc(-c2ccccc2-n2cccc2)no1	-3.2%[9.22 µM]	-1.9%[9.22 µM]	-1.0%[11.4 µM]	-7.7%[10.9 µM]
5	O=S(=O)(Nc1ccccn1)c1ccc(Oc2ccccc2)cc1	-9.8%	-15.2%	1.4%	-10.0%
6	CC(=O)Nc1cccc(NS(=O)(=O)Cc2ccc(Cl)cc2)c1	4.3%	3.4%	1.9%	2.9%
7	Cc1ccccc1C(=O)N(C)Cc1ccccc1	0.1%	5.1%	0.8%	?
8	S=C(c1ccc(N2CCOCC2)cc1)N1CCOCC1	-2.0%	0.2%	0.4%	3.8%
9	COc1ccc(C2C=C(c3ccccc3)Nc3nc(NS(=O)(=O)c4ccc(Cl)cc4)nn32)cc1 (stereo unspecified)	0.6%	17.5%	0.5%	-9.5%[10.9 µM]
10	c1cnc(Oc2ccc(-c3nnco3)cc2)cn1	-5.7%	-13.8%	0.5%	-0.7%
11	CCOc1cc(S(=O)(=O)N2CCN(Cc3ccccc3)CC2)ccc1Br	-3.5%	-3.4%	?	-20.3%
12	CC(=O)Nc1ccc(S(=O)(=O)Nc2nc(C)cc(-n3nc(C)cc3C)n2)cc1	-8.0%	16.4%	-0.5%	12.7%
13	Cc1ccc(N2CC(C(N)=O)CC2=O)cc1 (stereo unspecified)	-6.6%	5.4%	-1.1%	.
14	CN1CCN(S(=O)(=O)c2cccc(S(=O)(=O)c3ccc(Cl)c(Cl)c3)c2)CC1	-1.7%	-11.4%	5.0%	-16.0%
15	O=C(c1ccccc1)n1nc(-c2ccco2)nc1NCc1cccs1	-2.0%	-12.5%	-1.0%	-7.7%[10.9 µM]
16	CCOC(=O)C1CCCN(C(=O)c2c(C)nn(-c3ccc(F)cc3)c2-n2cccc2)C1 (stereo unspecified)	16.0%	-15.7%	0.1%	-9.7%[10.9 µM]
17	Cc1c(C)c(C)c(CC2(C)CSC2)c(CC2(C)CSC2)c1C	3.5%[9.22 µM]	1.4%[9.22 µM]	1.1%[11.4 µM]	-3.1%[10.9 µM]
18	COc1ccc(NC(=O)Cc2noc3ccc(C)cc23)cc1Cl	6.0%	-0.9%	0.4%	-11.7%[10.9 µM]
19	CCN(CC(=O)O)S(=O)(=O)c1cc(Cl)ccc1Cl	2.9%	4.1%	-2.1%	-7.0%
20	Cc1ccccc1OCCn1c(=N)n(C(C)C)c2ccccc21	-15.6%	?	?	-22.0%[10.9 µM]
21	COc1ccc(NC2CC(=O)NC2=O)cc1 (stereo unspecified)	-3.4%	3.5%	1.2%	?
22	O=C(CN1C(=O)COc2ccc(S(=O)(=O)N3CCCCC3)cc21)NCc1ccc(F)cc1	5.1%	-18.0%	-0.7%	-14.4%[10.9 µM]
23	CCCCc1nn2c(=O)cc(COC(=O)c3ccccc3C)nc2s1	-10.1%	-1.1%	?	-10.3%[10.9 µM]
24	NC(=O)C1CCN(C(c2ccccc2Cl)c2nnnn2Cc2ccc3c(c2)OCO3)CC1 (stereo unspecified)	-2.2%	-13.7%	0.6%	-7.7%
25	CCOC(=O)c1c(C)c(C(=O)NCc2cccs2)c(C)n1C	-9.6%	5.8%	2.1%	-11.4%
26	COc1cccc(=O)c2c(C)n(C)c(C)c12	5.0%	5.3%	-1.0%	-4.6%
27	COC(=O)c1ccc2c(c1)N(CC(=O)Nc1ccc(C)cc1Cl)C(=O)c1ccccc1S2	-3.6%	?	0.9%	-10.4%[10.9 µM]
28	CC1CN(c2nc(-c3ccccc3)nc3ccccc23)CC(C)O1 (stereo unspecified)	-2.4%	-9.4%	?	4.9%
29	O=C(c1cc(C(F)(F)F)cc(C(F)(F)F)c1)N1CCC2(CCCN(c3ccccc3)C2)CC1	0.0%	4.4%	4.4%[11.4 µM]	.
30	COc1ccc(S(=O)(=O)N2CCC(C)CC2)cc1Br	-1.9%	-2.2%	2.3%	-15.8%
31	CCOc1ccc(S(=O)(=O)Nc2ccc3c(c2)CCCN3S(=O)(=O)c2ccc(C)cc2)cc1	25.8%	-1.4%	?	-11.0%[10.9 µM]
32	Cc1ccnc(SCCn2c(N3CCCCC3)nc3c2c(=O)n(C)c(=O)n3C)n1	2.3%	10.8%	1.5%	-12.4%
33	COc1ccc(NC(=O)CCCc2nnc3n(CCC(C)C)c(=O)c4sccc4n23)c(OC)c1	1.8%	-18.1%	-2.0%	-13.8%[10.9 µM]
34	Clc1ccc(NC2=NCCCCC2)cc1	-3.7%	-4.7%	6.2%	-13.1%
35	CC1CCN(C(=O)CSc2nnc(Cc3cccn3C)n2CCc2ccccc2)CC1	7.7%	0.7%	1.3%	-19.1%
36	Cn1c(=O)c(=O)n(C)c2cc(S(=O)(=O)N3CCc4ccccc43)ccc21	16.5%	-8.5%	-0.1%	-13.1%
37	CCCCC(NC(=O)c1ccc(Cl)cc1)C(=O)O (stereo unspecified)	-18.9%	-9.7%	-1.3%	-6.5%
38	C=CCn1c(SCc2ccc(C#N)cc2)nnc1-c1cccc(OC)c1	-6.2%	0.8%	-0.5%	-6.2%
39	CCOc1ccc(N(C(=O)c2ccc(Cl)cc2)S(=O)(=O)c2ccc3c(c2)n(C)c(=O)n3C)cc1	8.2%	-15.1%	1.6%	-10.1%[10.9 µM]
40	CCOC(=O)N1CCC(Nc2nc3ccccc3nc2NS(=O)(=O)c2ccc(Cl)cc2)CC1	10.3%	1.1%	?	-16.6%
41	Cc1cc(C(F)(F)F)nn1CC(=O)N1CCCC1	-2.5%	7.8%	1.8%	-1.1%
42	Cc1ccc(C2c3c(oc4ccccc4c3=O)C(=O)N2c2nnc(C(C)C)s2)o1 (stereo unspecified)	?	-1.5%	7.6%	-9.8%
43	COc1ccc(N2CC(C)Cn3c2nc2c3c(=O)n(Cc3ccccc3F)c(=O)n2C)c(OC)c1 (stereo unspecified)	4.8%	17.5%	?	0.9%
44	O=C(Nn1c(Cc2cccs2)nc2ccccc2c1=O)c1cccs1	8.8%	12.0%	?	3.1%
45	Cc1noc(NS(=O)(=O)c2ccc(NC(=O)CS(=O)(=O)c3ccccc3)cc2)c1C	-8.2%	8.9%	2.2%	-21.8%
46	CC(C)(C)c1onc(OCP(=O)(O)O)c1C[C@@H](N)C(=O)O	-5.6%	16.5%	2.0%	.
47	COc1ccc(CNC(=O)C2CCN(S(=O)(=O)c3ccc(F)cc3)CC2)cc1	4.4%	-0.6%	1.0%	-7.7%[10.9 µM]
48	CCOCCCNC(=O)N[C@@H](C)C(=O)OC	9.2%	12.1%	2.7%	-3.1%
49	CCCCN(CC)CCNC(=O)CN(C)S(=O)(=O)c1ccc2c(c1)c(=O)n(C)c(=O)n2C	-11.0%	-14.9%	3.1%	-6.2%
50	CC(=O)c1cccc(NC(=O)[C@H]2O[C@@H]3OC(C)(C)O[C@@H]3[C@H]3OC(C)(C)O[C@H]32)c1	-3.4%	-6.1%	0.1%	3.2%[10.9 µM]
51	COc1cc(C(=O)Nc2nnc(-c3sccc3C)s2)cc(OC)c1OC	-8.1%	-11.8%	?	-55.5%[inhibitor]
52	CCOC(=O)C1CCN(C(=O)c2c(-c3c(Cl)cccc3Cl)noc2C)CC1	2.3%	5.2%	2.9%	.
53	COc1ccccc1Cn1c(=O)c2ccccc2n2c(SCC(=O)N3CCCCC3)nnc12	2.4%	2.0%	-1.8%	-2.0%
54	COC(=O)c1ccc(NC(=O)c2ccccc2N(C)S(C)(=O)=O)cc1	-3.1%	6.3%	0.6%	0.7%
55	COc1ccccc1OCC(=O)Nc1ccc(S(=O)(=O)Nc2nc(C)cc(C)n2)cc1	-4.2%	2.2%	2.8%	-9.4%
56	Cc1ccc(NC(=O)C(=O)NCC(c2cccnc2)N2CCN(C)CC2)cc1F (stereo unspecified)	-2.3%	2.2%	?	-5.0%[10.9 µM]

# The list goes on:
No.	molecule	p53ts 32C kill	p53ts 39C tox	IkB sig inh	Imprint erasure
57	CCCS(=O)(=O)N1CCN(C(=O)c2ccccc2F)CC1	0.8%	0.7%	-1.4%	-3.1%
58	Cc1c2cnn(-c3ccccc3)c(=O)c2c(C)n1CCCC(=O)Nc1ccc(F)cc1F	-4.7%	8.0%	?	-8.9%[10.9 µM]
59	Cc1ccc(CNC(=O)c2cnc3c(-c4ccc(F)cc4)c(C)nn3c2C)o1	-4.3%	-15.8%	-0.3%	6.6%[10.9 µM]
60	COc1ccc(Cn2ccc3nc(C)c(C(=O)NCc4ccc(C)cc4)cc3c2=O)cc1	-9.2%	-1.7%	-1.4%	7.8%[10.9 µM]
61	COc1ccc(NS(=O)(=O)c2ccc3oc4ccccc4c3c2)cn1	21.1%	16.8%	?	-16.8%
62	O=C(Nc1nnc(C2CC2)s1)c1cc(-c2ccccc2)nn1-c1ccccc1	6.5%	2.0%	?	-3.9%
63	COc1cc(SC)ccc1C(=O)Nc1ccc2c(c1)CCN2S(C)(=O)=O	-2.0%	-14.7%	1.1%	4.3%
64	COc1ccc(S(=O)(=O)N2CCN(Cc3ccc4c(c3)OCO4)CC2)cc1C	7.2%	-0.6%	?	-14.2%[10.9 µM]
65	COc1ccc2nc(C)[nH]c(=O)c2c1	0.6%	-16.9%	0.4%	-6.4%
66	O=C(NC1CCCCC1)C(c1cccs1)N(CC1CCCO1)C(=O)c1csnn1 (stereo unspecified)	0.2%	0.1%	-0.1%	-6.4%
67	COc1ccc(Cl)cc1NC(=O)[C@H]1O[C@@H]2OC(C)(C)O[C@@H]2[C@H]2OC(C)(C)O[C@H]21	-9.0%	-9.5%	0.3%	4.4%[10.9 µM]
68	O=C(Cc1c[nH]c2ccccc12)Nc1nccs1	9.2%	-9.2%	1.9%	-9.8%
69	CC12CCC(CC1=O)C2(C)C (stereo unspecified)	1.7%[1.84 µM]	8.6%	1.6%	6.6%

# Arranged by SMILES length (descending): some entries from above.
No.	molecule	p53ts 32C kill	p53ts 39C tox	IkB sig inh	Imprint erasure
67	COc1ccc(Cl)cc1NC(=O)[C@H]1O[C@@H]2OC(C)(C)O[C@@H]2[C@H]2OC(C)(C)O[C@H]21	-9.0%	-9.5%	0.3%	4.4%[10.9 µM]
58	Cc1c2cnn(-c3ccccc3)c(=O)c2c(C)n1CCCC(=O)Nc1ccc(F)cc1F	-4.7%	8.0%	?	-8.9%[10.9 µM]
60	COc1ccc(Cn2ccc3nc(C)c(C(=O)NCc4ccc(C)cc4)cc3c2=O)cc1	-9.2%	-1.7%	-1.4%	7.8%[10.9 µM]
59	Cc1ccc(CNC(=O)c2cnc3c(-c4ccc(F)cc4)c(C)nn3c2C)o1	-4.3%	-15.8%	-0.3%	6.6%[10.9 µM]
56	Cc1ccc(NC(=O)C(=O)NCC(c2cccnc2)N2CCN(C)CC2)cc1F (stereo unspecified)	-2.3%	2.2%	?	-5.0%[10.9 µM]
63	COc1cc(SC)ccc1C(=O)Nc1ccc2c(c1)CCN2S(C)(=O)=O	-2.0%	-14.7%	1.1%	4.3%
61	COc1ccc(NS(=O)(=O)c2ccc3oc4ccccc4c3c2)cn1	21.1%	16.8%	?	-16.8%
57	CCCS(=O)(=O)N1CCN(C(=O)c2ccccc2F)CC1	0.8%	0.7%	-1.4%	-3.1%
68	O=C(Cc1c[nH]c2ccccc12)Nc1nccs1	9.2%	-9.2%	1.9%	-9.8%
65	COc1ccc2nc(C)[nH]c(=O)c2c1	0.6%	-16.9%	0.4%	-6.4%
69	CC12CCC(CC1=O)C2(C)C (stereo unspecified)	1.7%[1.84 µM]	8.6%	1.6%	6.6%
